Compound activity from PubChem BioAssay.
mHTT CaM bind – mHTT-calmodulin interaction abrogation. P42858. AlphaScreen His-mHTT/GST-CaM binding, luminescence. inhibition, % at 15 µM. hit rate 3.6% among 190,000;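 also: 0% = both proteins with DMSO and 100% = one protein alone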
Pf apPOL block – Pf-apPOL DNA polymerase inhibition. Recombinant Pf-apPOL, molecular beacon fluorescence, 1.5 h. inhibition, % at 10 µM. hit rate 0.25% among 210,000. AID 1794808
Numbers without * were called inactive; i = inactive; · = not tested or not shown; & = joins results of further samples. Rule as the data show it: active = inhibition above about 50%; inactive = the rest.

SMILES | mHTT CaM bind | Pf apPOL block
Cc1ccc(C)c(NC(=O)N2CCCC2c2cc(C(C)C)no2)c1 (stereo unspecified) | -7.4 | 0.7
CC(C)CC1=NN2C(=N)/C(=C/c3ccc(Cl)cc3)C(=O)N=C2S1 | 1.0 | -8.8
Cc1nc(NCC(C)C)c2cnn(-c3ccc(F)cc3)c2n1 | -5.3 | 0.2
CC1=C(C(=O)Nc2ccccc2C)C(c2ccc(N(C)C)cc2)NC(=O)N1 (stereo unspecified) | 3.2 | -2.8
NC(=O)CSC(c1ccccc1)(c1ccccc1)c1ccccc1 | 8.0 | -7.4
COCCOc1cc2nc[nH]c(=O)c2cc1OCCOC | · | 0.6
CCCNc1cc(N2CCC(CCC(=O)NCc3ccc(C)cc3)CC2)ncn1 | 2.0 | 1.8
COc1ccc(C(=O)N2CCN(CCCc3ccccc3)CC2)cc1OC | 7.8 | -4.7
C=CCn1c(=O)[nH]c2cc(C(=O)N3CCN(c4cccc(Cl)c4)CC3)ccc2c1=O | 2.1 | 6.5
Cc1nccn1-c1ccc(CNC(=O)c2ccncc2)cc1 | 1.6 | 0.9
COc1ccc(N(C)S(=O)(=O)c2ccc3c(c2)CC(C)N3C(C)=O)c(OC)c1 (stereo unspecified) | 0.0 | 3.5
CN1CCN(CCNC(=O)CC2CCN(S(=O)(=O)c3ccc(Cl)s3)CC2)CC1 | 7.6 | 4.7
CCSc1nnc(-c2cccc(NC(=O)c3ccccc3Cl)c2)n1C | 1.2 | 1.7
CC(=O)N1CCc2sc(S(=O)(=O)Nc3ccc(C)c(C)c3)cc2C1 | 9.8 | -4.8
CC1=C(C(=O)NCCCN(C)Cc2ccccc2)C2(CCCCC2)OC1=O | -7.1 | -0.9
CCOc1ccc2nc(SC3CC(=O)N(c4cc(OC)ccc4OC)C3=O)sc2c1 (stereo unspecified) | 17.0 | -3.5
CCCn1cnnc1C1CCCCN1Cc1ccc(Br)o1 (stereo unspecified) | -4.2 | 0.3
CC12CC(NC(=O)N1c1ccccc1F)c1cc(Br)ccc1O2 (stereo unspecified) | -1.4 | -2.3
Ic1ccc(OCCCCn2ccnc2)cc1 | 3.6 | -2.9
O=C(CCN1C(=O)C2C3C=CC(C3)C2C1=O)N1CCC2(CC1)OCCO2 (stereo unspecified) | -5.0 | -0.8
COc1ccc(N=C2SC(C(=O)N3CCN(c4ccccn4)CC3)CC(=O)N2C)cc1 (stereo unspecified) | 17.0 | -3.4
O=C(COc1ccc(Cl)cc1Cl)Nc1nc2ccccc2s1 | -2.0 | -8.1
Cc1ccc(-c2nc(C(=O)N3CCCC(C)C3)c3n2CCCCC3)cc1 (stereo unspecified) | 26.6 | 0.4
CC(=O)c1cccc(NC(=O)CSc2ccc(C)cc2)c1 | -4.0 | -5.4
COc1cccc(CNc2ccc(F)cc2C)c1 | 16.4 | 1.3
SMILES | mHTT CaM bind | Pf apPOL block
Cc1ccc(O)c(NC(=O)CCS(=O)(=O)c2nc(-c3cccs3)cc(C(F)(F)F)n2)c1 | 40.0 | -1.5
Cn1cnnc1C1CCN(C(=O)c2ccc3ccccc3n2)CC1 | -13.0 | 1.3
COc1ccc(CCN2COc3ccc4c(c3C2)OC(=Cc2ccco2)C4=O)cc1OC | 39.8 | -5.1
COc1ccc(C(=O)N2CCC(C(=O)Nc3ccc(Br)cc3F)CC2)cc1 | 4.6 | -0.9
CN1CCN(c2ccc([N+](=O)[O-])c(Sc3cccc4cccnc34)c2)CC1 | 35.4 | -1.3
O=C(c1ccc(F)c(F)c1)N1CCC2(CC1)NC(=O)N(Cc1ccccc1Cl)C2=O | 1.3 | -3.0
Nc1nc2c(F)cc(F)cc2s1 | -5.9 | ·
CCOc1ccc(-n2ccn3cc(-c4ccc(CC)cc4)nc3c2=O)cc1 | 0.0 | -0.3
CCN(CC)C(=O)C1C(=O)NC23CCCCC2C1c1ccccc1O3 (stereo unspecified) | 2.6 | -0.5
COc1ccc(OC)c(CNC(=O)CN2N=C(c3ccc(Cl)cc3)CCC2=O)c1 | 34.0 | -11.4
Cc1cccc(C(=O)N2CCCC2C(=O)NCc2csc(C)n2)c1 (stereo unspecified) | -3.2 | -4.8
O=C(Nc1ccccc1[N+](=O)[O-])c1cc(S(=O)(=O)N2CCCCC2)ccc1Cl | 34.0 | -1.5
O=C1N(Cc2ccc(F)cc2Cl)c2ccccc2C12OCCCO2 | 4.0 | -6.3
Cc1ccc(C)c(OCc2ccc(C(=O)Nc3ccncc3)o2)c1 | 24.0 | -8.0
CC(=O)NCc1csc(C2CCN(C(=O)c3cc(C)ccc3C)CC2)n1 | 22.2 | 1.4
COc1ccc(S(=O)(=O)NC(c2ccccc2)c2ccccc2)cc1 | -6.8 | -5.0
CCOC(=O)C1CCN(c2ncnc3c2nc2n3CCCCC2)CC1 | -4.1 | -2.7
CCOC(=O)CN1CCN(c2ccc(Cl)c(Cl)c2)C(=O)C1C (stereo unspecified) | -2.8 | -3.7
Cc1nc2c(C(=O)NC3CC3)c[nH]n2c(=O)c1Cc1ccccc1F | 10.0 | -6.8
O=C(Nc1ccc(Cl)cc1)C1CCCN(S(=O)(=O)c2ccc(Br)s2)C1 (stereo unspecified) | 4.0 | 8.1
CCc1nc2c(NC(=O)C(C)C)cccn2n1 | 0.5 | -0.5
CC(C(=O)NCC1CCCO1)N1CCN(c2ccc(Cl)cc2)CC1 (stereo unspecified) | 0.8 | -5.6
C(#Cc1ccc(C=Nc2ccccn2)cc1)c1ccccc1 | -47.0 | 2.0
CCCN1CCN(C(=O)c2cc3sc(C)c(CN4CCCCC4)c3[nH]2)CC1 | 18.2 | 0.7
N#Cc1ccccc1NC(=O)C1CC1(c1ccccc1)c1ccccc1 (stereo unspecified) | -6.4 | -3.3
SMILES | mHTT CaM bind | Pf apPOL block
CCNC(=O)c1c(-c2ccccc2F)noc1C | -4.3 | -0.5
CC(=O)N1CCc2cn(CC(C)C)c3cccc(c23)C1 | 43.7 | -2.4
CC12CCC(C(=O)N(c3ccccc3Cl)C1=O)C2(C)C (stereo unspecified) | -3.0 | 0.6
COc1ccc(C=C2Oc3cc(OC(C)C(=O)O)ccc3C2=O)c(OC)c1 (stereo unspecified) | -5.8 | 5.4
COc1ccc(-c2csc3c(=O)n(Cc4ccc(C)cc4)cnc23)cc1OC | -14.8 | -2.4
CCN(c1ccccc1)S(=O)(=O)c1ccc(F)c(C(=O)Nc2cccc(Cl)c2)c1 | -8.0 | -6.7
CCn1c(SC)nnc1-c1nn(C)c2c1CN(C(=O)Cc1ccccc1Cl)CC2 | 5.2 | -6.6
COc1ccc(NS(=O)(=O)c2ccc(NC(=O)c3ccc([N+](=O)[O-])cc3)cc2)cc1 | 34.6 | -1.0
O=C(CCC1CCCC1)N1CCc2cc(Br)ccc21 | -1.0 | ·
CCN(CCCNC(=O)Cn1cc2c(n1)CCCC2)c1cccc(C)c1 | 23.1 | -0.9
Cc1cc(C)nc(Nc2nc(C)c3cc4c(cc3n2)OCO4)n1 | -4.0 | -1.4
CC1=CC2=NC(=O)CC(C)(C(=O)NC3CCCCCCC3)N2C=C1 (stereo unspecified) | -4.0 | 5.7
O=S1(=O)N=C(C2COc3ccccc3O2)Nc2ccccc21 (stereo unspecified) | 7.0 | 0.1
Cc1cc(=O)oc2cc(OCc3ccc([N+](=O)[O-])cc3)ccc12 | -5.0 | -1.8
Cc1ccc(C(=O)N2CCOCC2)cc1Br | -3.6 | 0.1
CCc1nnc2ccc(-c3noc(-c4ccc(C)cc4)n3)cn12 | -4.5 | 3.0
CCc1c(O)nc(SCC(=O)Nc2ccccc2OC)n(-c2ccccc2)c1=O | -3.4 | -10.4
COC1CCN(C(=O)CCn2ccc(=O)[nH]c2=O)CC1 | -22.1 | 4.6
COc1ccc(NC(=O)C2CCN(C(=O)c3ccc(OC)c(OC)c3)CC2)cc1OC | -3.1 | -8.3
O=C(COc1ccc([N+](=O)[O-])cc1)c1ccc(F)cc1 | -2.4 | -0.9
Cc1cc(C)c(C#N)c(SCc2[nH]nc3c2C(c2ccc(F)cc2)C(C#N)=C(N)O3)n1 (stereo unspecified) | 28.0 | -20.5
CSCCC(C)(O)CNC(=O)C1CCCC1 (stereo unspecified) | -4.8 | -1.0
COc1ccccc1CCC(=O)NCc1nnc2n1CCCC2 | -4.0 | -4.0
O/N=C/c1ccc2cccc(OCc3ccccc3)c2n1 | i | -4.4
COc1cccc(-c2[nH]ncc2CN2CCCC2c2cc(C(C)C)no2)c1 (stereo unspecified) | 2.0 | -2.5
SMILES | mHTT CaM bind | Pf apPOL block
CN1CCN(C(=O)c2cccnc2N2CCNC(c3ccccc3)C2)CC1 (stereo unspecified) | -4.9 | 0.4
CNC(=O)C1=CCN(C(=O)c2cc(C)cc(C)c2)CC1 | -0.7 | 2.1
O=C1NCC2=C1C(c1ccccc1)Nc1ccccc1N2 (stereo unspecified) | -5.0 | -2.7
O=C(Cc1ccc(Cl)cc1)N1CCC2(CC1)NC(=O)N(Cc1ccccc1Cl)C2=O | 4.2 | -1.9
COc1ccccc1NC(=O)N1CCCC1c1ccc(Cl)cc1 (stereo unspecified) | -15.4 | -3.7
O=C(CCOc1ccccc1)Nc1ccc([N+](=O)[O-])cc1 | -2.9 | -0.3
O=C1C(=Cc2ccco2)C(=O)c2ccccc21 | 4.0 | -2.3
O=C(c1ccc(Br)cc1)N1CCN(c2ccc([N+](=O)[O-])cc2Cl)CC1 | 24.8 | -0.3
CCOC(=O)c1cnc2nc(C)[nH]n2c1=O | -2.9 | ·
CCC1Oc2ccc(C)cc2N(CC(=O)NC2CCCCC2C)C1=O (stereo unspecified) | 24.0 | -14.8
CC(C)NC(=O)c1ccc(OCC2CCCN2C(=O)c2ccc(C#N)cc2)cc1 (stereo unspecified) | 2.4 | 0.8
COc1cccc(-c2cn3ccn(-c4ccc(Br)cc4)c(=O)c3n2)c1 | -5.6 | 0.1
CCC(CO)Nc1nc(Nc2ccc(C)cc2)c2n[nH]nc2n1 (stereo unspecified) | -12.7 | -8.9
O=C(O)c1cc2nc(-c3ccc(Cl)cc3)cc(C(F)(F)F)n2n1 | 5.7&6.0 | -8.3&-4.8
CC1CC(Nc2ccccc2)c2ccccc2N1C(=O)c1ccc(F)cc1 (stereo unspecified) | -0.4 | -0.5
CCCC1(CO)CCCN1C(=O)c1nn(C)c2ccccc12 (stereo unspecified) | -2.2 | 1.4
COCC(=O)Nc1ccc(Br)cc1C | -4.1 | -5.0
OC(COCC1CC2CCC1C2)CN1CCN(c2ccccc2)CC1 (stereo unspecified) | -1.7&1.4 | -8.3&-2.8
COc1cccc(C(=O)Nc2nccn(-c3ccc4c(c3)CCC4)c2=O)c1 | 8.0 | 1.2
O=C(c1ccsc1)N1CCN(c2nnc3c(Cl)cccn23)CC1 | 32.0 | -1.3
CCOC(=O)C(N)Cc1ccccc1 (stereo unspecified) | · | -3.3
N#Cc1cc(I)c(C#N)c(I)c1 | · | 15.2
N/C(=N\OC(=O)c1cccs1)c1ccccc1Cl | i | 1.0
Cc1cc(C)cc(CSCC(=O)Nc2c(C)cccc2C)c1 | -9.0 | -15.7
COC(=O)C(C)Oc1ccc2c(c1C)OC(=Cc1ccc(OC)c(OC)c1)C2=O (stereo unspecified) | 14.5 | -4.5
SMILES | mHTT CaM bind | Pf apPOL block
O=C(Nc1nnc(Cc2ccc(F)cc2)o1)C1CCCC1 | -10.7 | -8.1
CC1(CNC(=O)c2ccc3ncccc3c2)CCOCC1 | -0.5 | -7.4
Cc1[nH]c(=O)[nH]c(=O)c1CCC(=O)Nc1ccc(OCc2ccc(Cl)cc2)cc1 | 2.4 | -42.2
COc1ccc(OC)c(C=C2Oc3cc(O)ccc3C2=O)c1 | -2.0 | -5.0
CC1=C(C(=O)Nc2ccc(C)cc2C)C(c2ccccc2OC(F)F)n2ncnc2N1 (stereo unspecified) | 0.0 | 3.5
COc1ccc(CC(=O)N2CCc3c(nc[nH]c3=O)C2)cc1 | -5.2 | -2.1
COc1ccc(NC(=O)N2CCCC(C)(C(=O)NCc3ccccc3)C2)cc1OC (stereo unspecified) | 2.6 | -3.5
COc1ccc(C2(C(=O)Nc3ccc(C)cc3)CCOCC2)cc1OC | -3.0 | -2.3
CCCCN(C)C(=O)CCC1CCCN(c2cc(NCC)ncn2)C1 (stereo unspecified) | -2.8 | -2.4
O=c1nc(-c2ccccc2Cl)c2cc(Br)ccc2[nH]1 | 5.0 | -2.7
CCOc1ccccc1Nc1ncnc2c1cnn2-c1ccc(C)cc1C | 14.0 | -4.0

Of the compounds above, these contain an NH in an aromatic ring.
SMILES | mHTT CaM bind | Pf apPOL block
COCCOc1cc2nc[nH]c(=O)c2cc1OCCOC | · | 0.6
C=CCn1c(=O)[nH]c2cc(C(=O)N3CCN(c4cccc(Cl)c4)CC3)ccc2c1=O | 2.1 | 6.5
Cc1nc2c(C(=O)NC3CC3)c[nH]n2c(=O)c1Cc1ccccc1F | 10.0 | -6.8
CCCN1CCN(C(=O)c2cc3sc(C)c(CN4CCCCC4)c3[nH]2)CC1 | 18.2 | 0.7
COC1CCN(C(=O)CCn2ccc(=O)[nH]c2=O)CC1 | -22.1 | 4.6
Cc1cc(C)c(C#N)c(SCc2[nH]nc3c2C(c2ccc(F)cc2)C(C#N)=C(N)O3)n1 (stereo unspecified) | 28.0 | -20.5
COc1cccc(-c2[nH]ncc2CN2CCCC2c2cc(C(C)C)no2)c1 (stereo unspecified) | 2.0 | -2.5
CCOC(=O)c1cnc2nc(C)[nH]n2c1=O | -2.9 | ·
CCC(CO)Nc1nc(Nc2ccc(C)cc2)c2n[nH]nc2n1 (stereo unspecified) | -12.7 | -8.9
Cc1[nH]c(=O)[nH]c(=O)c1CCC(=O)Nc1ccc(OCc2ccc(Cl)cc2)cc1 | 2.4 | -42.2
COc1ccc(CC(=O)N2CCc3c(nc[nH]c3=O)C2)cc1 | -5.2 | -2.1
O=c1nc(-c2ccccc2Cl)c2cc(Br)ccc2[nH]1 | 5.0 | -2.7

Compounds were not picked by outcome (roughly 3.5% active in at least one column).
